Screens (PubChem BioAssay)
CHRM5 antagonist – blocks acetylcholine activation of human M5 receptor; actives 0.59% (n = 360,000); inhibition, % at 3 µM; CHO-hM5 cells, Fluo-8 calcium fluorescence, ACh EC80; P08912;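 active means inhibition above a per-plate cutoff, the mean of that plate's test compounds plus 3 SD, cut at about 27% in these data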;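 further: 0% = acetylcholine EC80 with DMSO and 100% = DMSO without agonist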
Target sequence (P08912 whole entry, looked up): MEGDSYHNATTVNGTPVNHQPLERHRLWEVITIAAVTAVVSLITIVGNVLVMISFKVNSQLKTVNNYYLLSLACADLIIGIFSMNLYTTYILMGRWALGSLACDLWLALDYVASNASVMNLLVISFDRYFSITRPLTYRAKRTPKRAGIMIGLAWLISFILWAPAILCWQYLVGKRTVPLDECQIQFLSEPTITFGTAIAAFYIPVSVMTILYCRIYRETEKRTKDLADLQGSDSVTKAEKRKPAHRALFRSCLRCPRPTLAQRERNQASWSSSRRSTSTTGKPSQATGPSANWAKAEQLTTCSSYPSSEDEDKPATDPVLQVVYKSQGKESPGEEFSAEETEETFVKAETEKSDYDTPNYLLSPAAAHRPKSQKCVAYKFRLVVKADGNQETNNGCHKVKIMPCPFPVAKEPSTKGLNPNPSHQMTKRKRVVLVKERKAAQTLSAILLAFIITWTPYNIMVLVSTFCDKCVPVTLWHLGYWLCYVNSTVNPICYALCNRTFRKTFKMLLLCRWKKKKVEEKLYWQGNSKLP
M4 antag – CHRM4 antagonism in calcium assay; CHO-hM4 cells, ACh EC80, Fluo-8 calcium fluorescence; inhibition, % at 3 µM; actives 0.73% (n = 360,000); AID 624125;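 active means inhibition above its plate's cutoff, the mean inhibition of sample wells plus 3 SD, cut at about 27% in these data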;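 further: 0% = acetylcholine EC80 with DMSO and 100% = DMSO without agonist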
M1 PAM – potentiates human M1 receptor response to acetylcholine; P11229; CHO-K1 hM1, Fluo-8 calcium fluorescence, ACh EC20; 0% = ACh EC20, 100% = maximal ACh; activation, % at 3 µM; actives 0.088% (n = 360,000); AID 588819; in the data active means activation above about 19%, passing the limit was not always enough
Target sequence (P11229 whole entry, looked up): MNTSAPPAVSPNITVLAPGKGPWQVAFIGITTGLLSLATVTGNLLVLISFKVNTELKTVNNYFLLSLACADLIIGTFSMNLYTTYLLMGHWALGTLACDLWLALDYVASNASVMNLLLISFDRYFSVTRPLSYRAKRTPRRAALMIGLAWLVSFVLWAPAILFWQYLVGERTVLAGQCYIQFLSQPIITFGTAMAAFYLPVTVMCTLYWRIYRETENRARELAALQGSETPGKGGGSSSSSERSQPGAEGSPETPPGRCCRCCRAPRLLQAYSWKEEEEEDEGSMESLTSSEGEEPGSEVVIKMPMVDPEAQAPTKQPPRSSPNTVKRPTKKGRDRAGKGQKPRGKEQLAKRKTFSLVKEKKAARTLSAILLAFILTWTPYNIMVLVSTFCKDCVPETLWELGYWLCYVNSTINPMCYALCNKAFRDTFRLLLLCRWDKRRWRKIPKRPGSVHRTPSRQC
M4 PAM – potentiates acetylcholine response at human M4 receptor | actives 0.4% (n = 360,000) | CHO-K1 hM4/Gqi5, Fluo-8 calcium fluorescence, ACh EC20; 0% = ACh EC20, 100% = maximal ACh | activation, % at 3 µM | P08173;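 active means activation above its plate's cutoff, the mean activation of sample wells plus 3 SD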; further: some results filed as inactive read as strong as hits
CRFBP-R2 agonist – CRF-BP/CRF-R2 complex agonism. HEK293 CRF-R2/CRF-BP, calcium dye fluorescence (FLIPR); percent of saturating CRF peptide response. activation, % at 13.2 µM. actives 0.46% (n = 350,000). AID 588473;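 active means activation of at least 50%, plus an integration ratio under a set limit after plate pattern correction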;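 further: plate controls were neutral control wells without compound for no effect and CRF at EC100 for full effect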
M5 ag – agonists of human muscarinic M5 receptor (CHRM5); activation, % at 3 µM; actives 0.19% (n = 360,000); CHO-K1 hM5 cells, Fluo-8 calcium fluorescence; 0% DMSO wells, 100% maximal acetylcholine response; P08912;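 active means activation above the run's mean over test compounds plus 3 SD, cut at about 23% in these data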;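 further: signal is peak over basal fluorescence ratio across the kinetic read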
M5 PAM – potentiates acetylcholine response at human M5 receptor; activation, % at 3 µM; P08912; actives 0.3% (n = 360,000); CHO-K1 hM5, Fluo-8 calcium, ACh EC20 PAM; 0% = ACh EC20, 100% = ACh EC100;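 active means activation above the run cutoff, the mean activation of all test compounds plus 3 SD, cut at about 18% in these data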
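system = human M5 receptor in CHO-K1 cells | compound = one concentration, 3 µM final (nominal) | schedule = Post-acetylcholine fluorescence recording 140 s | signal = Fluo-8 calcium dye fluorescence, kinetic read | benchmarks = low control EC20 acetylcholine (0%), high control EC100 acetylcholine (100%) | repeats = singlicate, one well per test compound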
CRFR2-BP antag – blocks CRF-induced signaling of the CRF-BP/CRF-R2 complex. HEK293 CRF-R2/CRF-BP, CRF-induced calcium fluorescence. inhibition, % at 11.8 µM. actives 0.59% (n = 350,000);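 active means inhibition of the ligand-induced calcium signal above about 50% at the single tested concentration, limit read from the data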
M4 ag – CHRM4 agonism in calcium assay | CHO-K1 hM4/Gqi5, Fluo-8 calcium fluorescence; vehicle 0%, full acetylcholine response 100% | activation, % at 3 µM | AID 624127 | actives 0.14% (n = 360,000);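 active means activation above the run mean over all test wells plus 3 SD, cut at about 32% in these data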;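 further: peak over basal fluorescence ratio per well then scaled between controls; 0% = DMSO wells and 100% = acetylcholine at EC100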
Starred values were filed as active, the others as inactive; / = no result given.

CHRM5 antagonist	M4 antag	M1 PAM	M4 PAM	CRFBP-R2 agonist	M5 ag	M5 PAM	CRFR2-BP antag	M4 ag	Molecule
0.1	-1.8	13.5	10.0	-1.0	0.8	5.0	-28.6	0.8	O=C(c1ccc(Br)o1)N1CCN(c2ccccc2F)CC1
-5.5	6.7	1.3	19.5	-0.3	2.3	5.0	1.7	0.2	CCOC(=O)/C(C(C)=O)=C1\OC(=O)c2ccccc21
11.8	-0.5	1.6	-1.8	0.2	1.2	-8.7	9.0	0.3	CCOc1ccc(NC(=O)C(C)O)c(NS(=O)(=O)c2ccc(CCNC(C)=O)cc2)c1 (configuration not stated)
-4.4	-6.6	4.0	10.4	2.7	2.5	13.0	-1.1	1.9	Cc1cc(C)cc(S(=O)(=O)Cc2noc(C(=O)NCc3ccccc3)c2C(=O)NCc2ccccc2)c1
2.4	2.5	0.4	-2.6	-2.9	-0.1	-6.2	-9.1	-0.2	Cc1ccc(S(=O)(=O)NCc2ccco2)cc1C
-3.6	-17.9	16.0	8.2	-1.0	-1.2	-4.5	3.6	3.8	Cc1ccc(CNC(=O)CCC(=O)N2CC(C)Oc3ccccc32)cc1 (configuration not stated)
5.6	-13.0	7.5	4.5	4.2	0.5	-1.0	10.5	0.1	COc1cc(/C=C/CNC[C@H]2O[C@@H](n3cnc(C(N)=O)n3)[C@H](O)[C@@H]2O)ccc1O
-4.3	6.3	0.5	-3.6	1.5	2.8	-5.7	-1.7	2.0	CCn1ncc(C2=NOC(C(=O)N3CCN(c4ccccc4)CC3)C2)c1C (configuration not stated)
-5.9	1.4	11.8	2.3	-0.7	0.7	7.6	-4.0	1.2	Cc1ccc(N(C(=O)c2ccc(S(=O)(=O)N(C)C)cc2)C2C=CS(=O)(=O)C2)cc1 (configuration not stated)
-5.7	2.1	3.0	7.4	13.8	-1.8	4.6	-28.6	0.5	Nc1nc(-c2ccco2)c(-c2ccco2)s1
2.0	-3.2	-3.6	2.4	2.7	-2.4	0.6	-16.2	2.0	Cc1ccc(S(=O)(=O)CC(CN2CCOCC2)N2CCOCC2)cc1 (configuration not stated)
-4.9	-1.0	13.5	0.7	0.7	-3.1	1.7	-2.3	0.5	COc1ccc(NC(=O)C2CCN(S(C)(=O)=O)CC2)cc1OC
6.4	2.1	-9.9	-5.8	-1.2	-9.6	-6.4	6.5	0.2	COc1ccc(N(CCC#N)S(=O)(=O)c2cccc3nsnc23)cc1
-2.3	-11.9	1.8	5.4	0.3	0.6	-6.8	0.5	4.1	COC(=O)C1CCN(CC(=O)Nc2ccc(C(=O)Nc3ccccc3OC)cc2)CC1
3.2	0.3	-1.6	-1.9	-0.3	2.2	1.0	6.4	1.1	COCCN(C(=O)CSc1nc2ccccc2o1)c1c(N)n(Cc2ccccc2)c(=O)[nH]c1=O
4.6	-8.8	8.4	4.4	-3.0	2.6	-2.5	-6.7	0.6	COc1ccc(C2C(=O)NN=C2C)cc1 (configuration not stated)
-8.2	-5.3	0.5	4.2	-1.2	-5.5	12.5	0.8	0.9	COc1ccc(C2=NN(C(=O)CN3CCCCC3)C(c3ccc(OC)cc3)C2)cc1 (configuration not stated)
-6.1	-5.5	2.3	0.8	1.8	3.7	2.0	8.6	1.8	O=c1c2ccccc2nc(SCc2nnc(-c3ccccc3Br)o2)n1-c1ccccc1
-5.9	-2.4	1.9	-4.0	/	0.9	-0.3	/	4.1	COc1cc(-c2cnc3c(NC(C)=O)cc(-c4cccc(C(=O)NCCO)c4)cn23)cc(OC)c1OC
0.8	-7.0	-2.4	0.3	0.6	-0.3	-2.2	-7.1	1.3	Cn1cc(C(=O)OCC2CCN(CCNS(C)(=O)=O)CC2)c2ccccc21
-7.2	0.6	5.3	-0.1	0.3	-1.1	1.0	4.4	2.7	CCCC(=O)Nc1ccc(N2CCN(C(=O)c3cc4ccccc4o3)CC2)cc1
-2.1	7.6	-4.6	4.7	-1.2	0.0	3.6	-29.8	-0.6	Cc1cc(C)c2cc(C#N)c(NCCOC(=O)c3ccccc3C)nc2c1
8.1	9.2	5.7	-4.0	1.0	1.7	-0.4	2.4	0.0	O=C(CN1CCC(C(=O)O)CC1)Nc1ccccc1Oc1ccccc1
0.6	14.1	-2.3	-11.1	-0.2	-6.5	-5.9	6.4	4.3	O=C(COC(=O)/C=C/c1ccc(OC(F)F)cc1)Nc1ccc(S(=O)(=O)N2CCCC2)cc1
3.6	6.6	8.9	6.3	0.8	0.8	13.2	-11.9	0.1	C=CCN(CC=C)C(=O)CN1C(=O)c2ccccc2C1=O
1.3	-4.6	-11.2	-3.8	1.7	-6.2	-9.3	-16.1	1.8	O=C(Nc1ccccc1)C1=C(O)CC(c2ccc(Cl)cc2)N2CCN=C12 (configuration not stated)
9.1	-2.7	0.7	-3.4	-0.5	-9.5	-2.4	-0.6	0.7	CCN(CC)c1nc(N)n(CCSC(=S)N(C)C)c(=O)n1
6.2	4.0	10.1	-1.0	-0.7	-2.2	6.1	2.3	-0.2	CC(C)[C@H](NC(=O)c1ccccc1Cl)C(=O)OCc1cc(=O)n2cc(Br)ccc2n1
-0.7	-0.3	6.1	-0.4	-1.6	-5.2	-5.2	-15.3	2.7	COc1cc(-c2nnn(CC(=O)NC3CCS(=O)(=O)C3)n2)ccc1OCc1ccccc1 (configuration not stated)
-1.2	-10.5	-0.8	4.0	-1.7	0.7	-3.5	-14.4	0.3	Cn1c2c(c(=O)n(C)c1=O)C1c3ccccc3OCC1C(C)(C)O2 (configuration not stated)

Arranged by count of non-hydrogen atoms (smallest number first): some entries from above
CHRM5 antagonist	M4 antag	M1 PAM	M4 PAM	CRFBP-R2 agonist	M5 ag	M5 PAM	CRFR2-BP antag	M4 ag	Molecule
9.1	-2.7	0.7	-3.4	-0.5	-9.5	-2.4	-0.6	0.7	CCN(CC)c1nc(N)n(CCSC(=S)N(C)C)c(=O)n1
1.3	-4.6	-11.2	-3.8	1.7	-6.2	-9.3	-16.1	1.8	O=C(Nc1ccccc1)C1=C(O)CC(c2ccc(Cl)cc2)N2CCN=C12 (configuration not stated)
-0.7	-0.3	6.1	-0.4	-1.6	-5.2	-5.2	-15.3	2.7	COc1cc(-c2nnn(CC(=O)NC3CCS(=O)(=O)C3)n2)ccc1OCc1ccccc1 (configuration not stated)

Other entries follow:
CHRM5 antagonist	M4 antag	M1 PAM	M4 PAM	CRFBP-R2 agonist	M5 ag	M5 PAM	CRFR2-BP antag	M4 ag	Molecule
2.3	3.6	1.6	-2.3	-1.3	-3.1	-11.0	-9.4	1.7	COc1cc(/C=N/NC(=O)CSCc2ccc([N+](=O)[O-])cc2)cc(OC)c1OC
-1.2	1.3	6.7	8.1	-1.3	0.7	6.4	10.2	-1.7	O=c1[nH]c(CSc2ccccc2)nc2c1oc1ccccc12
10.3	-5.2	5.1	10.9	-0.6	-3.2	-1.8	1.9	1.6	Cc1nnc2c(Oc3ccccc3)nc3ccccc3n12
10.9	-8.9	8.2	-0.1	-3.3	-5.7	-1.9	-16.0	1.3	COc1ccc(Cn2nnnc2CN(CCCN2CCOCC2)Cc2cc3cc(OC)ccc3[nH]c2=O)cc1
-0.1	-4.9	-7.8	-8.6	1.6	3.7	-1.5	-10.2	16.8	CC1C(=O)N(Cc2cn(CC3CCCCC3)nn2)CCS(=O)(=O)N1Cc1ccc(-c2cccc(CO)c2)cc1 (configuration not stated)
8.8	0.2	7.6	-2.2	4.9	0.1	-5.6	-37.4	0.7	Cc1ccc2nc(NC(=O)CSCC(=O)OCC(=O)c3ccc(Br)cc3)sc2c1
6.2	-2.9	7.2	0.3	5.3	0.4	0.8	-18.9	1.8	C/C(=N\NC(=O)C1COc2ccccc2O1)c1ccc(Cl)s1 (configuration not stated)
5.4	-7.8	7.1	3.2	50.1*	5.1	0.9	15.2	1.0	Fc1cccc(Cl)c1-c1nnc2ccc(C(F)(F)F)cn12
8.7	7.9	-0.6	-10.4	-0.2	-3.9	2.8	-29.0	-1.0	Cc1cc2ccccn2c1C(=O)Nc1ccc(Cl)cc1
3.1	-12.0	12.7	15.0	-1.2	-4.8	0.8	4.6	1.5	Cc1ccc(C(=O)OCC(=O)NCC2COc3ccccc3O2)cc1 (configuration not stated)
7.2	3.1	-3.7	-6.1	-0.1	-4.9	-21.8	-28.3	4.8	CN1c2ccsc2C(O)=C(C(=S)Nc2ccccc2)S1(=O)=O
0.2	11.6	0.2	-5.1	0.7	1.2	-2.5	-20.0	4.9	O=C(NCc1ccco1)c1cc2n(n1)C(C(F)(F)F)CC(c1ccc(F)cc1)N2 (configuration not stated)
1.9	1.5	-2.6	1.5	/	-1.1	-3.4	/	1.6	CCCNC(=O)C1(C)CCCN(Cc2csc(-c3ccccc3)n2)C1 (configuration not stated)
-1.4	3.2	-2.3	-4.6	-0.5	1.4	0.6	-4.2	2.8	Cc1ccc(S(=O)(=O)N2CCCCC2)cc1NC(=O)c1nn(C)c(=O)c2ccccc12
-3.2	-7.2	3.0	7.3	4.0	1.2	7.9	-17.0	1.1	Cc1cc(OCc2cccc(Cl)c2)c(C)cc1CN1CCOCC1
6.7	-3.5	7.0	5.1	-2.4	-6.9	-2.9	-13.8	1.8	COc1ccc(CNC(=O)C(C)n2nc(C)n3c(cc4occc43)c2=O)cc1 (configuration not stated)
-0.8	5.2	7.8	2.0	0.0	-2.7	2.3	20.5	-0.1	CCCCC(=O)NC(Nc1cc(C)ccn1)(C(=O)OCC)C(F)(F)F (configuration not stated)
-0.8	8.7	-1.4	-3.6	1.0	1.9	0.6	-15.9	1.3	CCC(=O)Nc1ccc(-c2ccc(N3CCN(C)CC3)nn2)cc1
22.7	7.7	-10.2	-13.5	0.3	3.2	-20.5	13.1	21.4	O=C(CCc1nc(-c2ccc(Cl)cc2)no1)NCC1CCCO1 (configuration not stated)
-5.0	-10.7	12.3	3.4	-2.3	-4.2	3.5	3.9	2.2	COc1ccc(C(=O)N2CCNC(=O)C2CC(=O)Nc2cccc(Cl)c2Cl)cc1 (configuration not stated)

This is a random part of the collection. Share with any hit: about 2.6%.
